# OXTR ag: human OXTR agonists, primary screen, fluorescence, CHO-OTR cells, Fluo-8 calcium; Fluo-8 calcium fluorescence; normalized: DMSO 0%, oxytocin 100%; activation, % at 3 µM; 320,000 tested, 0.32% active; AID 2435, 2010;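 active = activation above the mean of all tested compounds plus 3 SD, cutoff set per screening run, cut at about 20% in these data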;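 also: peak over basal fluorescence ratio from a 100 s FLIPR kinetic read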
# Target sequence (P30559 whole entry, looked up): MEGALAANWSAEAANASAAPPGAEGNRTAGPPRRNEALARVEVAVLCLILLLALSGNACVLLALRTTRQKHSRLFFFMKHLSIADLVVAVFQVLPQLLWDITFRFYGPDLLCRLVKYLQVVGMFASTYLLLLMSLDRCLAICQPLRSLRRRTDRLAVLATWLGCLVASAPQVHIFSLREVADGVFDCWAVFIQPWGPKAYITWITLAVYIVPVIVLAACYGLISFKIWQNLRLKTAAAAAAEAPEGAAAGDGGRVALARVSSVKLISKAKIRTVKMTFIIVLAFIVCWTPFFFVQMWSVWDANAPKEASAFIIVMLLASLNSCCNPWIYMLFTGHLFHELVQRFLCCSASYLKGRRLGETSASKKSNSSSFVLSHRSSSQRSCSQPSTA
# V1aR counter: agonists of human V1a receptor, primary screen, counter-screen for OXTR agonist project, fluorescence, CHO-V1R cells. Vasopressin V1a receptor (Homo sapiens), P37288. Fluo-8 calcium fluorescence, agonist mode; 0% DMSO, 100% 3 nM vasopressin. activation, % at 3 µM. 320,000 tested, 0.25% active. AID 2797, 2010;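 active = activation above the mean activation of all tested compounds plus 3 SD, per screening run, cut at about 20% in these data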;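 also: signal is peak over basal fluorescence ratio across a 100 second FLIPR read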
# NALP1 yeast inh: NALP1 inflammasome inhibitors in reconstituted yeast, colorimetric, S. cerevisiae, triplicate retest; inhibition, % at 10 µM; S. cerevisiae NALP1/ASC/caspase-1 growth, X-gal OD620, 72 h; 280,000 tested, 0.61% active; in the data active = inhibition mostly above about 24%, no sharp cut-off; inactive = mostly below about 32%; also: some compounds called inactive have numbers as strong as hits
# GPR7 antag: GPR7 receptor antagonists, primary screen, cell-based, fluorescence, single concentration | GPR7-expressing cells, fluorescence antagonist assay | AID 1861, 2009 | 290,000 tested, 1.1% active | inhibition, % at 4.4 µM; in the data active = inhibition above about 16%, passing the limit was not always enough;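 also: cells stimulated with the agonist NPW; 0% = agonist with vehicle and 100% = vehicle without agonist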
# Target sequence (P48145 whole entry, looked up): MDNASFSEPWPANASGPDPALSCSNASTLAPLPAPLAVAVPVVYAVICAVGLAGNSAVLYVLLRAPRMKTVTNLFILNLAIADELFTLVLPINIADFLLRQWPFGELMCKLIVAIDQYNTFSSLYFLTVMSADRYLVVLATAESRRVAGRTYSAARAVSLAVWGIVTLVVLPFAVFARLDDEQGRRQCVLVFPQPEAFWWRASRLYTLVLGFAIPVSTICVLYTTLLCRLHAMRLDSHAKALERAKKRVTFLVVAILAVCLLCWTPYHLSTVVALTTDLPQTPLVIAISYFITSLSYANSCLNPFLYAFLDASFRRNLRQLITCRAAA
# MEKK2mut PB1 HTS: MEK5 binding signal on mutant MEKK2 PB1, primary screen, biochemical, multiplex bead flow cytometry, Alexa488-MEK5. percent response, % at 10 µM. Alexa488-MEK5 binding to MEKK2 mutant. 290,000 tested, 0.35% active. AID 1530, 2009; in the data active = percent response above about 24%, passing the limit was not always enough; also: inactives centre near 1; some results filed as inactive read as strong as hits; reference of the scale not given here
# GalR3 antag: GalR3 antagonists in HEK293 cells, primary screen, cell-based, fluorescence readout | 360,000 tested, 0.44% active | inhibition, % at 3 µM | HEK293 GalR3-CNG cAMP membrane potential fluorescence; galR3 body fused to GalR1 C-terminus | AID 651719, 2012 | Galanin receptor type 3 (Homo sapiens), O60755;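 active = inhibition above the screen-wide average plus 3 SD, cut at about 13% in these data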;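 also: forskolin and galanin both at EC90 stimulate the cells; cAMP rise reported by CNG channel membrane potential dye signal; 0% = forskolin plus galanin with DMSO and 100% = forskolin alone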
# MEKK3 PB1 HTS: modulators of MEKK3-MEK5 PB1 binding, primary screen, biochemical, wildtype MEKK3, multiplex bead flow cytometry, Alexa488-MEK5; AID 1529, 2009; bead-based flow cytometry, Alexa488-MEK5 binding to MEKK3; actives lie on both sides; 0 = blocked by unlabeled MEK5, 100 = vehicle; 290,000 tested, 1.4% active; binding response (% of control), % at 10 µM;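 active = binding response more than 3 SD above or below the average of its plate-row segment, actives on both sides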;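 also: Alexa488 bead fluorescence after subtracting the streptavidin-only scavenger bead signal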
# PHOSPHO1 inh: PubChem AID 1565. 290,000 tested, 1.1% active. Phosphoethanolamine/phosphocholine phosphatase (Homo sapiens), Q8TCT1. inhibition, % at 13.3 µM. recombinant PHOSPHO1, absorbance phosphatase assay; in the data active = inhibition above about 60%
# Target sequence (Q8TCT1 whole entry, looked up): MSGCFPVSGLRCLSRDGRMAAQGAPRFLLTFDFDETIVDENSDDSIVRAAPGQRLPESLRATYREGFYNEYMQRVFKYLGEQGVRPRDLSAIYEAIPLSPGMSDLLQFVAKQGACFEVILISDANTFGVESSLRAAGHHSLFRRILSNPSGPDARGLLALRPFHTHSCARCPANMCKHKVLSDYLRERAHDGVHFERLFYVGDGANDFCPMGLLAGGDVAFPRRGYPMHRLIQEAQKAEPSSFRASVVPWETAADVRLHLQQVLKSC
# MEKK2wt PB1 HTS: modulators of MEK5 binding to wildtype MEKK2, primary screen, biochemical, multiplex bead flow cytometry, Alexa488-MEK5; 290,000 tested, 1.1% active; Mitogen-activated protein kinase kinase kinase 2 (Homo sapiens), Q9Y2U5; Alexa488-MEK5 binding to MEKK2 WT; actives lie on both sides; binding response (% of control), % at 10 µM; in the data active = binding response below about 67% or above about 130%
# The depositor's hits bear a star; · = not tested or not shown; & = joins results of further samples. A portion of the library, so the mix of outcomes need not match the whole.
canonical_smiles	OXTR ag	V1aR counter	NALP1 yeast inh	GPR7 antag	MEKK2mut PB1 HTS	GalR3 antag	MEKK3 PB1 HTS	PHOSPHO1 inh	MEKK2wt PB1 HTS
c1cncc(C2CCCCN2Cc2ccc3c(c2)OCO3)c1 (centres undefined)	-1.7	-1.1	4.9	-11.3	0.0	1.1	97.0	-7.4	101.0
O=c1c2ccccc2nc(-c2ccccc2)n1-c1nccs1	-1.1	8.1	17.3	-15.1	2.0	0.2	100.0	-23.6	101.0
COc1cc(C(CN)CC(=O)O)ccc1O (centres undefined)	0.7	1.8	8.8	-11.0	-1.0	-2.2	99.0	-5.9	105.0
O=C1NC(=O)N(c2ccccc2)C(=O)/C1=C/c1ccc(Sc2ccccc2)o1	2.2	1.4	-4.9	-6.8	2.0	·	108.0	11.1	96.0
N#CC1(c2ccccc2)CCN(C2CC(=O)N(c3ccc4c(c3)OCO4)C2=O)CC1 (centres undefined)	-0.1	0.0	10.8	-10.4	-2.0	-5.2	99.0	12.6	95.0
COC(=O)C1=C(c2ccc(S(C)(=O)=O)cc2)C[C@@H]2CC[C@H]1N2C(=O)NCCCOC(C)C	-0.2	0.1	·	·	-2.0	-6.3	96.0	·	98.0
CC(Cc1ccccc1)NCCC(=O)NC(C)Cc1ccccc1 (centres undefined)	1.7	3.0	4.8	6.1	5.0	-12.3	96.0	11.4	106.0
O=c1[nH]c(=O)n(Cc2ccccc2)c(O)c1/C=C1\C=Nc2ccccc21	1.5	2.3	27.2	-5.4	-2.0	-3.6	92.0	1.4	91.0
CCc1nc2ccccc2c(=O)n1-c1ccc2ccccc2c1	-2.1	7.6	-6.8	-5.0	1.0	1.4	106.0	8.6	105.0
Cn1c(O)c(C=Nc2cccc(C(F)(F)F)c2)c(=O)n(C)c1=O	1.5	1.1	-1.3	-13.7	6.0	-12.1	100.0	·	100.0
Cc1c(NP(=O)(C(C)(C)C)C(C)(C)C)c(=O)n(-c2ccccc2)n1C	1.3	0.1	-0.5	-2.9	-1.0	-1.6	114.0	37.3	105.0
O=[N+]([O-])/C=C1\NCCN1Cc1ccc(Cl)nc1	0.3&0.0	0.7&0.3	36.5&16.4	-12.3&-9.6	-7.0&-3.0	0.5&-3.7	99.0&96.0	-20.0&-10.6	92.0&97.0
N[C@@H](CCl)C(=O)O	0.0	0.7	·	·	3.0	-2.4	99.0	·	104.0
CCOc1ccccc1OCC(=O)Nc1ccc(Cl)cc1C(=O)c1ccccc1	-0.1	0.6	28.4	-10.5	-1.0	-0.9	98.0	21.1	98.0
Cc1nc2ccccc2c(=O)n1-c1ccc(F)cc1F	-1.1	-0.7	·	-0.6	13.0	-2.5	117.0	37.0	106.0
c1ccc2c(CN3CCCCCCC3)c[nH]c2c1	1.9	1.6	-5.5	-0.6	·	-6.0	·	18.4	·
O=C(CN1CCCCC1)NCC(=O)Nc1ccc(Br)cc1C(=O)c1ccccc1	0.4	2.2	2.9	2.8	4.0	-4.2	105.0	36.6	105.0
CCC(C)N=Cc1c(O)n(-c2ccccc2)c(=O)[nH]c1=O (centres undefined)	0.4	0.1	6.9	-7.4	7.0	-3.9	99.0	53.0	103.0
OC(c1ccc(F)cc1)C(c1ccccc1)N1CCOCC1 (centres undefined)	0.2	0.1	·	-4.0	7.0	-1.4	104.0	-12.8	108.0
COc1cc(CN2CCCC(C(=O)c3sccc3C)C2)cc(Cl)c1O (centres undefined)	-0.3	0.3	14.1	-4.9	-7.0	-4.1	89.0	17.9	96.0
Cc1cc(OC(=O)N(C)C)n(-c2ccccc2)n1	-0.7	0.5	-1.0	5.2	0.0	-12.2	98.0	5.3	101.0
CC(=O)N1CCC(N2CCCC(C(=O)c3cccc(Cl)c3)C2)CC1 (centres undefined)	0.8	1.4	-5.9	-2.8	-10.0	-2.4	81.0	-1.1	88.0
Cc1nn(Cc2ccccc2)c(Cl)c1C(=O)NC1CCCc2ccccc21 (centres undefined)	-1.8	-1.2	13.9	-10.8	3.0	-3.7	104.0	-39.5	107.0
O=C(c1cc2ccccn2n1)N1CCC2(CC1)OCCO2	0.7	0.6	13.1	-3.5	7.0	-5.0	101.0	20.7	100.0
CCc1ccc(N2C(=O)NC(=O)/C(=C/c3cccn3CCOc3ccc(C)cc3)C2=O)cc1	-0.7	-0.2	22.5	-0.1	16.0	-2.3	105.0	9.1	114.0
CC(C(N)=O)N1CC(c2ccccc2)CC1=O (centres undefined)	0.8	-0.4	6.2	-11.7	12.0	1.5	109.0	-27.7	110.0
O=C(NC1CONC1=O)OCC(Cl)(Cl)Cl (centres undefined)	0.2	0.0	10.7	-15.7	0.0	-1.6	103.0	-0.3	98.0
CC(=O)N1N=C2C3CCN(CC3)C2C1c1ccc(F)cc1 (centres undefined)	0.1	-0.2	0.9	-21.3	6.0	1.1	105.0	36.7	106.0
COc1ccccc1-n1c(O)c(C=NCCN2CCNCC2)c(=O)[nH]c1=O	0.9	1.1	0.1	2.0	3.0	1.4	102.0	-14.3	104.0
CCOP(=S)(OCC)N1CCOCCOCCN(P(=S)(OCC)OCC)CCOCCOCC1	-1.5	-1.5	-3.7	-11.2	·	-8.6	·	10.8	·

# The list goes on; it opens with the seven that closed the last part.
canonical_smiles	OXTR ag	V1aR counter	NALP1 yeast inh	GPR7 antag	MEKK2mut PB1 HTS	GalR3 antag	MEKK3 PB1 HTS	PHOSPHO1 inh	MEKK2wt PB1 HTS
O=C(c1cc2ccccn2n1)N1CCC2(CC1)OCCO2	0.7	0.6	13.1	-3.5	7.0	-5.0	101.0	20.7	100.0
CCc1ccc(N2C(=O)NC(=O)/C(=C/c3cccn3CCOc3ccc(C)cc3)C2=O)cc1	-0.7	-0.2	22.5	-0.1	16.0	-2.3	105.0	9.1	114.0
CC(C(N)=O)N1CC(c2ccccc2)CC1=O (centres undefined)	0.8	-0.4	6.2	-11.7	12.0	1.5	109.0	-27.7	110.0
O=C(NC1CONC1=O)OCC(Cl)(Cl)Cl (centres undefined)	0.2	0.0	10.7	-15.7	0.0	-1.6	103.0	-0.3	98.0
CC(=O)N1N=C2C3CCN(CC3)C2C1c1ccc(F)cc1 (centres undefined)	0.1	-0.2	0.9	-21.3	6.0	1.1	105.0	36.7	106.0
COc1ccccc1-n1c(O)c(C=NCCN2CCNCC2)c(=O)[nH]c1=O	0.9	1.1	0.1	2.0	3.0	1.4	102.0	-14.3	104.0
CCOP(=S)(OCC)N1CCOCCOCCN(P(=S)(OCC)OCC)CCOCCOCC1	-1.5	-1.5	-3.7	-11.2	·	-8.6	·	10.8	·
CCOC(=O)c1c(C)n(C(C)C)c2ccc(OC)cc12	-2.6	-1.5	·	-14.5	-26.0	-8.8	90.0	17.7	94.0
C[n+]1c(-c2ccccc2)cc(-c2ccc(O)cc2)cc1-c1ccccc1	0.0	-0.9	6.9	-13.4	-5.0	-5.9	103.0	8.2	102.0
Nc1c(C(=O)NC2CCCC2)c2nc3ccccc3nc2n1CC1CCCO1 (centres undefined)	-0.8	0.1	15.5	-2.0	·	-8.1	·	-0.9	·
Cc1cc(Cc2c(O)[nH]c(=S)[nH]c2=O)ccc1OC(C)C	0.3	-0.3	6.2	-3.6	13.0	-8.1	109.0	-120.0	116.0
Cc1cc(C(=O)Nc2ccc3c(c2)OCCO3)nn1C(C)(C)C	-1.9	-0.5	·	1.3	-26.0	-3.3	89.0	12.3	93.0
CC1=[N+]([O-])C2(N)CCc3nonc3C2(O)C1 (centres undefined)	0.6	0.6	-1.6	-5.1	1.0	2.8	102.0	6.6	103.0
O=C(c1ccccc1)C1NC1c1ccccc1 (centres undefined)	2.3	-0.6	0.5	-14.9	34.0	-5.7	117.0	45.0	115.0
CCCNc1nc(OC)nc(N2CC3CC(C2)c2cccc(=O)n2C3)n1 (centres undefined)	0.2	0.6	-10.4	-7.5	0.0	11.3	110.0	20.5	101.0
CCNCC1(c2ccc(OC)c(OC)c2)CCCC1	-0.3	0.5	15.3	-5.5	-1.0	11.3	100.0	15.2	101.0
O=C(Nc1ccc2ccccc2c1)N1C[C@H]2C[C@@H](C1)c1cccc(=O)n1C2	1.1	-0.2	·	-3.8	3.0	5.5	94.0	-20.6	95.0
O=C(O)c1cn(Cc2ccccc2)nc1-c1ccccc1	0.7	0.3	-9.8	-4.7	-7.0	3.0	95.0	-2.8	97.0
CCOc1ccc(-n2c(O)c(/C=C3\C=Nc4ccccc43)c(=O)[nH]c2=O)cc1	0.2	2.3	-10.7	35.4	-2.0	-10.4	104.0	43.7	102.0

# Reformatted: results already given
molecule: C[n+]1c(-c2ccccc2)cc(-c2ccc(O)cc2)cc1-c1ccccc1
  OXTR ag: 0.0
  V1aR counter: -0.9
  NALP1 yeast inh: 6.9
  GPR7 antag: -13.4
  MEKK2mut PB1 HTS: -5.0
  GalR3 antag: -5.9
  MEKK3 PB1 HTS: 103.0
  PHOSPHO1 inh: 8.2
  MEKK2wt PB1 HTS: 102.0

molecule: Nc1c(C(=O)NC2CCCC2)c2nc3ccccc3nc2n1CC1CCCO1 (centres undefined)
  OXTR ag: -0.8
  V1aR counter: 0.1
  NALP1 yeast inh: 15.5
  GPR7 antag: -2.0
  MEKK2mut PB1 HTS: ·
  GalR3 antag: -8.1
  MEKK3 PB1 HTS: ·
  PHOSPHO1 inh: -0.9
  MEKK2wt PB1 HTS: ·

molecule: Cc1cc(Cc2c(O)[nH]c(=S)[nH]c2=O)ccc1OC(C)C
  OXTR ag: 0.3
  V1aR counter: -0.3
  NALP1 yeast inh: 6.2
  GPR7 antag: -3.6
  MEKK2mut PB1 HTS: 13.0
  GalR3 antag: -8.1
  MEKK3 PB1 HTS: 109.0
  PHOSPHO1 inh: -120.0
  MEKK2wt PB1 HTS: 116.0

# Source: PubChem
